RGS4 inh: human RGS4 inhibition; P49798; HEK293 M3R/RGS4 inducible, Fluo-4 calcium flux; hits give high values; triggered by carbachol at its EC20; B-score at 10 µM; actives 0.45% (n = 310,000);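 active = B-score, a plate-corrected calcium signal, over three deviations above library mean, with baseline fluorescence within five deviations of library mean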;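 note: RGS4 expression induced by doxycycline in cells with stable M3 receptor; B-score is computed from the integrated fluorescence ratio over baseline after carbachol; higher B-score means a larger calcium signal and so more RGS4 inhibition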
RGS4 act: potentiators or activators of RGS4 | B-score at 10 µM | actives 0.92% (n = 310,000) | HEK293 M3R/inducible RGS4, carbachol calcium flux Fluo4; hits give low values | AID 463111;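 active = B-score of the integrated calcium signal more than 4 SD below the library mean, with starting fluorescence not abnormally high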;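 note: negative B-score means reduced calcium response which marks RGS4 activation or potentiation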
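Material: M3R-expressing HEK293 line, RGS4 induced by doxycycline | Schedule: Overnight RGS4 induction, 30 min dye load 37 °C, 20 min compound RT | Measured by: Fluo4 fluorescence kinetic imaging of calcium | Read-out: Integrated calcium ratio converted to B score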
GSK3B inh: blocks human GSK3beta kinase activity; AID 2097; GST-GSK3beta kinase, ADP-Glo luminescence, 60 min; hits give low values; activity score (negative = inhibition), % at 10 µM; actives 0.038% (n = 300,000);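 active = more than half of replicate wells score below -50%, meaning over 50% inhibition versus plate controls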;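 note: 0% = median DMSO wells and -100% = median GW8510 positive control wells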
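Test system – GST-tagged human GSK3beta kinase, cell-free · Incubation – 60 min enzyme reaction, room temperature · Signal – ADP-Glo luminescence · Also added – peptide substrate and ATP at 25 µM · Controls – DMSO neutral wells and GW8510 at 20 µM as positive · Buffer or medium – Tris/MgCl2 kinase buffer · Measure – Luminescence-derived activity versus plate DMSO and GW8510 wells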
PolyA inh: inhibitors of polyadenylation in S. cerevisiae; calls only at 12 µM; S. cerevisiae SKY197-pL101 polyadenylation reporter, beta-gal luminescence; efflux-impaired pdr1/pdr3 knockout yeast; score 100 = 6 SD above DMSO; AID 1875; actives 0.02% (n = 300,000);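 active = lowest replicate activity score at least 50, where 100 means six control SD above control mean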;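 note: yeast exposed to compound for 9 h at 30 °C; higher score means more reporter readthrough which indicates perturbed polyadenylation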
KCNQ1 pot: human KCNQ1 channel potentiation or activation; P51787; CHO-K1 KCNQ1, thallium flux FluxOR fluorescence; hits give high values; B-score at 10 µM; actives 0.35% (n = 310,000);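 active = fluorescence ratio B-score, a plate-corrected score, at least three library SD, with initial intensity B-score within 5 SD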
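assay system = CHO-K1 cells stably expressing KCNQ1 | medium = assay buffer, equal DMSO in all wells | timing = 37 °C overnight plating, 90-min dark dye load, 20-min compound pretreatment | measured by = kinetic FluxOR thallium fluorescence, 10-s 1-Hz baseline, 110-s post-stimulus read | measure = fluorescence change relative to baseline, converted to B score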
KCNQ1 inh: human KCNQ1 channel inhibition. B-score at 10 µM. AID 2642. actives 1.3% (n = 310,000). CHO-K1 KCNQ1, FluxOR thallium flux fluorescence; hits give high values;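 active = compounds whose thallium flux B-score, printed positive for inhibition, exceeds three library SD while starting fluorescence stays within three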;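 note: channel opened by potassium depolarization with thallium stimulus after 20 min compound exposure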
hERG rescue: compounds protecting human hERG from proarrhythmic drug block | CHO-hERG, FluxOR thallium flux, dofetilide IC70 present | activation (rescue from dofetilide block), less the hit threshold, % at 10 µM | actives 0.51% (n = 310,000) | AID 1511;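 active = activation above the mean of controls blocked by dofetilide plus 5 SD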;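 note: thallium influx through hERG after potassium depolarization seen as dye fluorescence rise; in these data hits start at about 4.7%; inactives centre near -7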
Target sequence (Q12809 whole entry, looked up): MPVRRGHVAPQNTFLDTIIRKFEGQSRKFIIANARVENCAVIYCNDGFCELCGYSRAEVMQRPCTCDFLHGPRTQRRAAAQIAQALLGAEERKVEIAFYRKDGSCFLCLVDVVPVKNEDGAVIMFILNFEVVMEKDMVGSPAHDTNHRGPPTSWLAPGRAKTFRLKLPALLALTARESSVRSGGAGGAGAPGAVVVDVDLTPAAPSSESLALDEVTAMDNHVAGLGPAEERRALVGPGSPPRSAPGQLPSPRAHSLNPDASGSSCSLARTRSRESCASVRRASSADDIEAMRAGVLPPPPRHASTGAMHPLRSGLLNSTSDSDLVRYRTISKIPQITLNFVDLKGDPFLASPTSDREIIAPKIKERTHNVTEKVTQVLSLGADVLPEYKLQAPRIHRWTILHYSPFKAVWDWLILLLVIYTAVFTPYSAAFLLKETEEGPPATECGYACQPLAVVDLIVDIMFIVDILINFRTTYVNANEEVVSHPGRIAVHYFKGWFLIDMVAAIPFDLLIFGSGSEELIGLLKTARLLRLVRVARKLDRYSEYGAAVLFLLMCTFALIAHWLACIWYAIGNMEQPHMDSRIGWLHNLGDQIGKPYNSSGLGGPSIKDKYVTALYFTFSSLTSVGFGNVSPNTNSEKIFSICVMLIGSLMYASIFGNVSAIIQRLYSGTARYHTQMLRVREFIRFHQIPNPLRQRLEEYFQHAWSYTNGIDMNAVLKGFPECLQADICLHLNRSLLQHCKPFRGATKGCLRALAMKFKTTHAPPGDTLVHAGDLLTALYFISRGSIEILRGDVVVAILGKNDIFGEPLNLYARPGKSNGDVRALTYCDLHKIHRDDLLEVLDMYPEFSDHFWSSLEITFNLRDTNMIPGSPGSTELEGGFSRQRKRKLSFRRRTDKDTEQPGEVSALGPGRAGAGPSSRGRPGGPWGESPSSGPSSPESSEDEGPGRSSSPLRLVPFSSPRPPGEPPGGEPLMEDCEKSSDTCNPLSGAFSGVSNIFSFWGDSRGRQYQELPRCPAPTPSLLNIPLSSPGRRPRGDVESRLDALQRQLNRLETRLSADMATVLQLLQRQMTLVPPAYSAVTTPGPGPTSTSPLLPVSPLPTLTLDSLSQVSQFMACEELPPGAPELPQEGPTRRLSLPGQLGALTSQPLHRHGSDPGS
DYRK1A inh: blocks rat Dyrk1A kinase activity | Q63470 | ADP-Glo luminescence, NFATc1 peptide | inhibition, % at 12.5 µM | actives 0.43% (n = 310,000) | AID 504441; in the data active = inhibition above about 50%;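 note: plate controls were vehicle with enzyme for no effect and no enzyme for full effect; many of its hits are not listed in these tables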
GSK3 alpha inh: blocks human GSK-3 alpha kinase; actives 0.1% (n = 320,000); P49840; inhibition, % at 10 µM; AID 2650; ADP-Glo luminescence, 60 min;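 in the data active = inhibition above about 50%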;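 note: GST-tagged GSK-3 alpha with peptide substrate and 25 µM ATP; 0% = DMSO neutral wells and 100% = GW8510 positive control wells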
KCNK9 inh: inhibitors of human KCNK9 two-pore domain potassium channel; B-score at 10 µM; HEK293 KCNK9, FluxOR thallium flux fluorescence; hits give low values; actives 1.2% (n = 310,000); Q9NPC2;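 active = ratio B-score over 3 SD below the library mean, with starting fluorescence within 5 SD of its mean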;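 note: negative B-score means less thallium flux so channel inhibition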
KCNK3 inh: human KCNK3 channel inhibition, primary screen; O14649; CHO-KCNK3 thallium flux, FluxOR fluorescence; hits give low values; B-score at 10 µM; actives 0.84% (n = 340,000); AID 602410;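 active = B-score under library mean minus 4 SD, starting fluorescence ratio at most library mean plus 5 SD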;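 note: more negative B-score means stronger inhibition of thallium flux through KCNK3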
Starred values were filed as active, the others as inactive. Not all compounds are listed; the hit share may differ from the screen's.

`COC(=O)CSc1nc2ccc(N)cc2s1` gave RGS4 inh inactive, RGS4 act inactive, GSK3B inh 1, KCNQ1 pot inactive, KCNQ1 inh inactive, hERG rescue -6, GSK3 alpha inh 0, KCNK9 inh inactive and KCNK3 inh inactive.
COCc1nnc(NC(=O)c2ccc(S(=O)(=O)N(C)Cc3ccccc3)cc2)o1 was read as RGS4 inh inactive, RGS4 act inactive, GSK3B inh -1, PolyA inh inactive, KCNQ1 pot inactive, KCNQ1 inh inactive, hERG rescue -9, DYRK1A inh -7, GSK3 alpha inh 0, KCNK9 inh inactive and KCNK3 inh inactive.
Screening CCSc1nnc(NC(=O)c2cnccn2)s1 returned RGS4 inh inactive, RGS4 act inactive, GSK3B inh -1, PolyA inh inactive, KCNQ1 pot inactive, KCNQ1 inh inactive, hERG rescue -1, GSK3 alpha inh -6 and KCNK9 inh inactive.
Screening O=C(CCCCn1c(=O)[nH]c2ccsc2c1=O)NCCc1ccccc1 returned RGS4 inh inactive, RGS4 act inactive, GSK3B inh -3, PolyA inh inactive, KCNQ1 pot inactive, KCNQ1 inh inactive, hERG rescue -9, DYRK1A inh 5, GSK3 alpha inh 0, KCNK9 inh inactive and KCNK3 inh inactive.
O=C(NNC(=S)Nc1ccccc1Cl)c1ccccc1 was read as RGS4 inh inactive, RGS4 act inactive, GSK3B inh 2, PolyA inh inactive, KCNQ1 pot inactive, KCNQ1 inh inactive, hERG rescue -6, DYRK1A inh 13, GSK3 alpha inh -3, KCNK9 inh inactive and KCNK3 inh inactive.
O=C(Nc1ccc(C(=O)Nc2ccccc2Cl)cc1)c1cccnc1 was read as RGS4 inh inactive, RGS4 act inactive, GSK3B inh 1, KCNQ1 pot inactive, KCNQ1 inh inactive, hERG rescue -11, DYRK1A inh 2, KCNK9 inh inactive and KCNK3 inh inactive.
`COc1ccccc1/C=N/NC(=O)c1nnn(-c2nonc2N)c1CSC1=NCCS1` gave RGS4 inh inactive, RGS4 act inactive, GSK3B inh 0, PolyA inh inactive, KCNQ1 pot inactive, KCNQ1 inh inactive, hERG rescue -10, DYRK1A inh -2, GSK3 alpha inh -3, KCNK9 inh inactive and KCNK3 inh inactive.
For O=C(COC(=O)c1ccc(O)cc1)Nc1cccc(S(=O)(=O)N2CCCCC2)c1 the results were RGS4 inh inactive, RGS4 act inactive, GSK3B inh 1, PolyA inh inactive, KCNQ1 pot inactive, KCNQ1 inh inactive, hERG rescue -16, DYRK1A inh -7, GSK3 alpha inh 5, KCNK9 inh inactive and KCNK3 inh inactive.
`COc1ccc(CNS(=O)(=O)c2cc3c(cc2C)N(C)CCO3)cc1` gave RGS4 inh inactive, RGS4 act inactive, GSK3B inh 0, PolyA inh inactive, KCNQ1 pot inactive, KCNQ1 inh inactive, hERG rescue -6, DYRK1A inh 3, GSK3 alpha inh -3, KCNK9 inh inactive and KCNK3 inh inactive.
Screening COc1cccc(NC(=O)c2nn(C)c(C(=O)Nc3cccc(OC)c3)c2[N+](=O)[O-])c1 returned RGS4 inh inactive, RGS4 act inactive, GSK3B inh 0, PolyA inh inactive, KCNQ1 pot inactive, KCNQ1 inh inactive, hERG rescue -8, DYRK1A inh 1, GSK3 alpha inh 0, KCNK9 inh inactive and KCNK3 inh inactive.
`O=C(Nc1cc(C(F)(F)F)ccc1N1CCOCC1)c1cccnc1Cl` gave RGS4 inh inactive, RGS4 act inactive, GSK3B inh 2, PolyA inh inactive, KCNQ1 pot inactive, KCNQ1 inh inactive, hERG rescue -12, DYRK1A inh 8, GSK3 alpha inh 1, KCNK9 inh inactive and KCNK3 inh inactive.
Screening O=C(NC1CCCC1)C1CCC(=O)N1C1CCCC1 (stereo not given) returned RGS4 inh inactive, RGS4 act inactive, GSK3B inh 10, PolyA inh inactive, KCNQ1 pot inactive, KCNQ1 inh inactive, hERG rescue -3, DYRK1A inh -4, GSK3 alpha inh 1, KCNK9 inh inactive and KCNK3 inh inactive.
CC1CCCCN1C(=O)c1cccc(NC(=O)c2ccccc2)c1 (stereo not given) was read as RGS4 inh inactive, RGS4 act inactive, GSK3B inh -4, PolyA inh inactive, KCNQ1 pot inactive, KCNQ1 inh inactive, hERG rescue -11, DYRK1A inh 2, GSK3 alpha inh -1, KCNK9 inh inactive and KCNK3 inh inactive.
`O=C(NCC1CC1)c1ccc(Nc2nc3ccc(Br)cc3[nH]2)cc1` gave RGS4 inh inactive, RGS4 act inactive, GSK3B inh 4, PolyA inh inactive, KCNQ1 pot inactive, KCNQ1 inh inactive, hERG rescue -13, DYRK1A inh 3, GSK3 alpha inh 1, KCNK9 inh inactive and KCNK3 inh inactive.
Screening BrCCOCCOc1ccc2ccccc2c1 returned RGS4 inh inactive, RGS4 act inactive, GSK3B inh -11, PolyA inh inactive, KCNQ1 pot inactive, KCNQ1 inh inactive, hERG rescue -2, DYRK1A inh -8, GSK3 alpha inh -1, KCNK9 inh inactive and KCNK3 inh inactive.
For COc1ccc2c(c1)CC/C(=C\c1ccc(OC)c(Cn3nc(C)cc3C)c1)C2=O the results were RGS4 inh inactive, RGS4 act inactive, GSK3B inh -1, PolyA inh inactive, KCNQ1 pot inactive, KCNQ1 inh inactive, hERG rescue -10, DYRK1A inh -11, GSK3 alpha inh -2, KCNK9 inh inactive and KCNK3 inh inactive.
Screening O=C(CC1C(=O)NCCN1C(=O)Nc1ccccc1)Nc1ccc2c(c1)OCO2 (stereo not given) returned RGS4 inh inactive, RGS4 act inactive, GSK3B inh 3, PolyA inh inactive, KCNQ1 pot inactive, KCNQ1 inh inactive, hERG rescue -8, DYRK1A inh 2, GSK3 alpha inh -4, KCNK9 inh inactive and KCNK3 inh inactive.
Screening O=C(CNC(=O)c1ccccc1Cl)N/N=C/C=C/c1ccccc1 returned RGS4 inh inactive, RGS4 act inactive, GSK3B inh 1, PolyA inh inactive, KCNQ1 pot inactive, KCNQ1 inh inactive, hERG rescue -9, DYRK1A inh -7, GSK3 alpha inh -1, KCNK9 inh inactive and KCNK3 inh inactive.
Screening Cc1ccccc1OCC(=O)Nc1ccccc1NC(=O)c1ccco1 returned RGS4 inh inactive, RGS4 act inactive, GSK3B inh -2, PolyA inh inactive, KCNQ1 pot inactive, KCNQ1 inh inactive, hERG rescue -6, DYRK1A inh 2, GSK3 alpha inh -2, KCNK9 inh inactive and KCNK3 inh inactive.
Cc1ccc(S(=O)(=O)CC(=O)Nc2ccc(F)c(F)c2F)cc1 was read as RGS4 inh inactive, RGS4 act inactive, GSK3B inh 3, PolyA inh inactive, KCNQ1 pot inactive, KCNQ1 inh inactive, hERG rescue 4, DYRK1A inh -12, GSK3 alpha inh -1, KCNK9 inh inactive and KCNK3 inh inactive.

Continued (two carried over from the part before).
Screening Cc1ccccc1OCC(=O)Nc1ccccc1NC(=O)c1ccco1 returned RGS4 inh inactive, RGS4 act inactive, GSK3B inh -2, PolyA inh inactive, KCNQ1 pot inactive, KCNQ1 inh inactive, hERG rescue -6, DYRK1A inh 2, GSK3 alpha inh -2, KCNK9 inh inactive and KCNK3 inh inactive.
Cc1ccc(S(=O)(=O)CC(=O)Nc2ccc(F)c(F)c2F)cc1 was read as RGS4 inh inactive, RGS4 act inactive, GSK3B inh 3, PolyA inh inactive, KCNQ1 pot inactive, KCNQ1 inh inactive, hERG rescue 4, DYRK1A inh -12, GSK3 alpha inh -1, KCNK9 inh inactive and KCNK3 inh inactive.
Screening CC1=C(C(=O)OCC2CCCO2)C(c2coc3ccccc3c2=O)C2=C(CC(C)(C)CC2=O)N1 (stereo not given) returned RGS4 inh inactive, RGS4 act inactive, GSK3B inh 5, PolyA inh inactive, KCNQ1 pot inactive, KCNQ1 inh inactive, hERG rescue -21, DYRK1A inh -2, GSK3 alpha inh 0, KCNK9 inh inactive and KCNK3 inh inactive.
C=CCN(CC=C)C(=O)c1cccc(OC2CCN(S(=O)(=O)N(C)C)CC2)c1 was read as RGS4 inh inactive, RGS4 act inactive, GSK3B inh 2, PolyA inh inactive, KCNQ1 pot inactive, KCNQ1 inh inactive, hERG rescue 4, DYRK1A inh 2, GSK3 alpha inh 0, KCNK9 inh inactive and KCNK3 inh inactive.
For CC(=O)N1C(=O)NC2=C(C(=O)CCC2)C1c1cccc([N+](=O)[O-])c1 (stereo not given) the results were RGS4 inh inactive, RGS4 act inactive, GSK3B inh -3, PolyA inh inactive, KCNQ1 pot inactive, KCNQ1 inh inactive, hERG rescue -6, DYRK1A inh -1, GSK3 alpha inh 1, KCNK9 inh inactive and KCNK3 inh inactive.
For O=C(NCCCCc1ccccc1)c1ccccc1Cl the results were RGS4 inh inactive, RGS4 act inactive, GSK3B inh -1, PolyA inh inactive, KCNQ1 pot inactive, KCNQ1 inh inactive, hERG rescue -10, DYRK1A inh -4, GSK3 alpha inh 0, KCNK9 inh inactive and KCNK3 inh inactive.
Cc1ccccc1CNC(=O)C(=O)Nc1nccs1 was read as RGS4 inh inactive, RGS4 act inactive, GSK3B inh -2, PolyA inh inactive, KCNQ1 pot inactive, KCNQ1 inh inactive, hERG rescue -6, DYRK1A inh -2, GSK3 alpha inh -1, KCNK9 inh inactive and KCNK3 inh inactive.
Screening CC1CCc2sc(C(=O)N=Nc3c(O)[nH]c4ccccc34)cc2C1 (stereo not given) returned RGS4 inh inactive, RGS4 act inactive, GSK3B inh -2, PolyA inh inactive, KCNQ1 pot inactive, KCNQ1 inh inactive, hERG rescue -7, GSK3 alpha inh 0 and KCNK9 inh inactive.
For Nc1ccc2nc3c(c(Cl)c2c1)CCCC3 the results were RGS4 inh inactive, RGS4 act inactive, GSK3B inh -1, PolyA inh inactive, KCNQ1 pot inactive, KCNQ1 inh inactive, hERG rescue -25, DYRK1A inh 2, GSK3 alpha inh 0, KCNK9 inh inactive and KCNK3 inh inactive.
CC1(C)CC(=O)C=C(NC2CC(C)(C)NC(C)(C)C2)C1 was read as RGS4 inh inactive, RGS4 act inactive, GSK3B inh -4, PolyA inh inactive, KCNQ1 pot inactive, KCNQ1 inh inactive, hERG rescue 0, DYRK1A inh 4, GSK3 alpha inh -1, KCNK9 inh inactive and KCNK3 inh inactive.
CCN(c1ccccc1)S(=O)(=O)c1ccc(OC)c(NS(=O)(=O)c2cccs2)c1 was read as RGS4 inh inactive, RGS4 act inactive, GSK3B inh 4, PolyA inh inactive, KCNQ1 pot inactive, KCNQ1 inh inactive, hERG rescue -8, DYRK1A inh 15, KCNK9 inh inactive and KCNK3 inh inactive.

Source: PubChem
